# Assay outcomes: PubChem BioAssay, several laboratories
# HTR5A inv ag: inverse agonist of human HTR5A in OPRM1-OPRD1 counter-screen; P47898; inhibition, % at 9.3 µM; HTR5A cell line, luminescence, inverse agonism; 340,000 tested, 0.083% active; AID 504634; in the data active = inhibition mostly above about 23%, no sharp cut-off; inactive = mostly below about 18%;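 note: 0% = cells with DMSO and 100% = no-cell wells with DMSO; some compounds called inactive have numbers as strong as hits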
# Target sequence (P47898 whole entry, looked up): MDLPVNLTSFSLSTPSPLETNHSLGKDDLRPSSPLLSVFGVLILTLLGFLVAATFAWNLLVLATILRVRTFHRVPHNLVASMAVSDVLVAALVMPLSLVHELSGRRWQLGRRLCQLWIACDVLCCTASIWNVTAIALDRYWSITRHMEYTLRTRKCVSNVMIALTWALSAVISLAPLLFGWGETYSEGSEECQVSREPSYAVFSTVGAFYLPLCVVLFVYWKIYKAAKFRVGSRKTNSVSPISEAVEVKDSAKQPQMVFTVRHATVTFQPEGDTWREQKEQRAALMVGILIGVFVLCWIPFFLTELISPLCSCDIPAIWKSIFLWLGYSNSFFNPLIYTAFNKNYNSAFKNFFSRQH
# MOR-DOR inv ag: inverse agonists of human mu-delta opioid receptor heterodimerization | cell-based MOR-DOR heterodimer luminescence, inverse agonism | inhibition, % at 9.3 µM | 340,000 tested, 0.21% active | AID 504357; in the data active = inhibition above about 22%, passing the limit was not always enough;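 note: 0% = cells with DMSO and 100% = wells without cells with DMSO; values of inactives mirror those of a sister screen read the other way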
# SUMO Mot1 rescue: blocks SUMOylation pathway, rescuing yeast Mot1-301 growth. S. cerevisiae Mot1-301 growth rescue, ATP luminescence, 38.5C; percent above DMSO median, 100 means doubled. growth rescue, % at 18.8 µM. 320,000 tested, 1% active. AID 2716;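 active = every valid replicate shows activation above 250% relative to neutral control wells; inactive = the rest, any valid replicate at or below 250%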;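 note: OY570 slx delta 5 strain wells were the positive control but not used for scaling; some compounds called inactive have numbers as strong as hits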
# MOR-DOR ag: OPRM1-OPRD1 heterodimerization agonism. 340,000 tested, 0.3% active. P35372+P41143. cells, luminescence. activation, % at 9.3 µM; in the data active = activation above about 18%;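 note: 0% = vehicle-treated cells and 100% = reference agonist; values of inactives mirror those of a sister screen read the other way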
# AddAB inh: less growth of phage-infected E. coli with AddAB; E. coli expressing H. pylori AddAB, absorbance growth; inhibition, % at 11.9 µM; 330,000 tested, 0.29% active; AID 435030; in the data active = inhibition above about 12%;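 note: 0% = vehicle wells of infected cells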
# Ecoli viability: counter-screen for AddAB inhibitors: E. coli growth inhibition; E. coli V3065 growth, OD600 absorbance, 18 h; inhibition, % at 11.9 µM; 330,000 tested, 0.27% active; AID 449728;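 active = inhibition above the campaign's mean inhibition across all tested compounds plus 3 SD, cut at about 9.9% in these data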;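 note: uninfected addAB+ strain grown without phage in ampicillin broth; 0% = DMSO wells and 100% = ciprofloxacin 0.95 µg/ml wells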
# Tat transport: inhibitors of E. coli Tat protein transport; E. coli MC4100 TorA-mCherry Tat export, fluorescence; inhibition, % at 10 µM; 340,000 tested, 0.036% active; AID 488895;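 active = mean replicate inhibition at least 50% and at least half of replicates individually reaching 50%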;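 note: exported cargo escapes ClpAP degradation while cytoplasmic cargo is degraded and loses fluorescence; 0% = median of neutral control wells and 100% = median of NaSCN control wells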
# PKA-R2B act: activators of human PKA-R2B complex; PKA-R2B holoenzyme dissociation, Cy5-IP20 fluorescence polarization; R2B truncated from residue 108, S112A mutant; 0% DMSO only, 100% 113 µM cGMP; activation, % at 11.4 µM; P22694+P31323; 340,000 tested, 0.079% active;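 active = activation above a cutoff set at the mean over all compounds plus 3 SD, cut at about 18% in these data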;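 note: higher means more holoenzyme dissociation and a rise in polarization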
# Target sequence (P31323 whole entry, looked up, other chains not shown, the tested form may be a part): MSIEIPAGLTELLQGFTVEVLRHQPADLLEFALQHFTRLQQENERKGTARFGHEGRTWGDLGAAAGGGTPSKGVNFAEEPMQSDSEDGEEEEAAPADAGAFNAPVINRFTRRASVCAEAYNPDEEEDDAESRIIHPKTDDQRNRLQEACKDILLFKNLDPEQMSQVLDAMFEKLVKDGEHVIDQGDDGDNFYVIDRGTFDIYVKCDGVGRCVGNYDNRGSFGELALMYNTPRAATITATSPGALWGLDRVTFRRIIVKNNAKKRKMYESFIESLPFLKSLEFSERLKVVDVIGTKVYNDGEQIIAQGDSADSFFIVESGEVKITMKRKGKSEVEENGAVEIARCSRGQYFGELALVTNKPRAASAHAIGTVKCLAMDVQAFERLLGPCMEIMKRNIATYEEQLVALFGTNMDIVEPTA
# PKA-R1A activ: PKA-R1A complex activation. PKA-R1A dissociation, Cy5-IP20 fluorescence polarization; scaled: DMSO 0%, 113 µM cGMP 100%. activation, % at 11.4 µM. 340,000 tested, 0.083% active;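 active = percent activation above the mean of all tested compounds plus 3 SD, cut at about 19% in these data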;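 note: higher means more PKAc released from R1A so a rise in polarization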
# phage Ecoli inh: E. coli growth loss with phage present; growth absorbance; inhibition, % at 11.9 µM; 360,000 tested, 0.26% active; AID 651602; in the data active = inhibition above about 11%
# PfHsp90 set2: inhibits growth of yeast expressing Plasmodium falciparum Hsp90 | S. cerevisiae expressing PfHsp90, BacTiter-Glo ATP, 48 h; yeast lacking PDR1 and PDR3 efflux regulators | inhibition, % at 9.4 µM | 310,000 tested, 0.32% active;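 active = every replicate shows inhibition above about 80%, whatever the replicate mean, limit read from the data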;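 note: 0% = DMSO neutral controls and 100% = 20 µM radicicol positive controls; yeast relying on Plasmodium falciparum Hsp90 in place of its own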
# * marks the source's active call; other numbers are inactive results; nt = no result given.
SMILES,HTR5A inv ag,MOR-DOR inv ag,SUMO Mot1 rescue,MOR-DOR ag,AddAB inh,Ecoli viability,Tat transport,PKA-R2B act,PKA-R1A activ,phage Ecoli inh,PfHsp90 set2
Cc1ccc(C(CNC(=O)Nc2ccccc2)N2CCN(C)CC2)cc1 (centres undefined),-4,9,13,-1.8,1.6,-2.3,-4,2,9,3.7,3
CCOC(=O)c1c(-c2ccccc2)oc2ccc(OC)cc12,8,-1,12,0.1,4.5,-1.3,6,-6,-13,0.4,nt
Cc1c(CCC(=O)O)c(=O)n2c([nH]c3ccccc32)c1C#N,-1,6,-14,-1.2,3.0,-0.7,6,3,-5,0.7,-18
CC(=O)CC(C)(C)Nc1nc2cc([N+](=O)[O-])ccc2o1,10,9,30,-1.9,4.8,0.5,5,1,4,2.7,-16
COc1ccc([C@@H]2[C@H]3CN(C(C)=O)CC=C3C(C#N)=C(N)C2(C#N)C#N)c2ccccc12,-7,16,nt,-2.8,nt,nt,1,0,2,2.3,19
O=C(c1cc2ccccc2oc1=O)N1CCN(c2ccc(N3CCOCC3)nn2)CC1,0,-10,-5,1.8,3.3,0.9,-8,-5,4,3.6,19
CC(C)CC(=O)Nc1cccc2c1C(=O)N(c1ccccc1)C2=O,11,1,15,-0.2,1.9,0.6,-1,-6,-6,-0.1,5
O=C(CCNC(=O)C1CCN(S(=O)(=O)c2ccc(F)cc2)CC1)NCc1ccccc1Cl,-10,11,2,-2.1,1.7,-1.9,-3,-10,-9,3.0,-17
COc1ccc(CC(=O)N(C)CC(=O)Nc2c(C)cccc2C)cc1S(=O)(=O)N1CCOCC1,28*,-2,3,0.4,0.6,-1.6,-3,-9,-7,5.5,23
Cc1csc(NC(=O)CSc2nnc(Cc3cccn3C)n2CCc2ccccc2)n1,-10,2,99,-0.4,1.9,-2.1,-3,1,-5,0.0,1
COc1ccc(C)cc1S(=O)(=O)N(C)CC(=O)Nc1ccccc1,-1,7,-12,-1.7,2.6,-0.5,4,0,-4,-0.1,-14
CCOc1ccc(C(=O)NN2C(=S)NC(C)(C)C=C2C)cc1,21,15,-1,-2.9,0.0,-4.2,-3,-5,-3,-1.6,-3
Cc1ccccc1CNC(=O)c1ccccc1C,-11,9,12,-2.1,2.4,1.7,-5,-16,-6,0.8,-4
Cn1c(Cn2cnc3ccccc32)nnc1SCc1ccccc1,-27,21,-13,-3.3,3.6,-1.4,-1,-4,6,3.7,-11
COC(=O)c1c(C)[nH]c(C(=O)CN(C)CC(=O)Nc2cccc(F)c2)c1C,1,8,-6,-1.9,3.6,-0.8,5,-16,-8,0.2,6

# Brought forward from above: 2 compounds; new compounds follow.
SMILES,HTR5A inv ag,MOR-DOR inv ag,SUMO Mot1 rescue,MOR-DOR ag,AddAB inh,Ecoli viability,Tat transport,PKA-R2B act,PKA-R1A activ,phage Ecoli inh,PfHsp90 set2
Cn1c(Cn2cnc3ccccc32)nnc1SCc1ccccc1,-27,21,-13,-3.3,3.6,-1.4,-1,-4,6,3.7,-11
COC(=O)c1c(C)[nH]c(C(=O)CN(C)CC(=O)Nc2cccc(F)c2)c1C,1,8,-6,-1.9,3.6,-0.8,5,-16,-8,0.2,6
CC(=O)C(C(c1ccccc1)N1CCOCC1)N1CCOCC1 (centres undefined),-2,13,nt,-2.5,nt,nt,0,0,6,4.1,nt
Cc1nnc(Sc2c(N)n(C)c(=O)n(C)c2=O)s1,-8,2,-6,-0.4,1.0,-0.3,11,-2,3,2.7,5
CC(C)(C)c1ccc(C(=O)NCC(=O)OCC(=O)c2ccc3c(c2)-c2ccccc2C3)cc1,-8,14,26,-2.8,2.4,1.4,0,-19,-9,-0.7,-20
O=C(O)CSCc1nc2ccccc2s1,-8,3,-16,-0.5,0.3,-1.8,-2,-4,3,1.6,2
Cc1ccc(-n2nc3c(=O)n(CCCC(=O)NCc4ccc(C)o4)nc(C)c3c2C)cc1,5,4,43,-0.7,1.4,1.5,-3,-5,2,2.4,13
Cc1nn(CC(=O)NCCc2ccccc2)c(=O)c2cccn12,-22,10,8,-1.9,2.4,0.0,-4,-3,-4,2.2,14
O=C(CNC(=O)C1COc2ccccc2O1)N/N=C/c1ccc(O)cc1O (centres undefined),14,-4,-19,0.7,-1.7,-2.8,1,-9,-2,2.9,2
CCN1CCCC1CNC(=O)c1cc(S(N)(=O)=O)ccc1OC (centres undefined),-16,15,7,-2.7,-1.6,-2.2,3,4,3,1.0,-32
O=c1c2ccccc2sn1-c1ccc(S(=O)(=O)N2CCCCC2)cc1,6,-17,-36,3.0,1.9,-2.7,-5,8,7,1.8,-11
CCN(C(=O)CN1C(=O)/C(=C/c2ccccc2F)SC1=S)C1CCS(=O)(=O)C1 (centres undefined),-6,7,2,-1.4,5.2,-0.8,3,-3,-6,2.8,-16
CCOc1ccc(CNc2ncnc(N)n2)cc1,7,5,1,-0.9,-0.3,1.4,-6,-6,-4,1.8,-4
O=C(NC1CCCc2ccccc21)C1CCC(CNc2c(N3CCOCC3)c(=O)c2=O)CC1 (centres undefined),-10,7,1,-1.2,0.5,0.3,3,8,-9,3.3,-4
C/C(CC(=O)NC12CC3CC(CC(C3)C1)C2)=N\NC(=O)c1ccc(F)cc1,7,6,4,-1.1,1.2,-0.4,10,3,6,4.1,25
CCCOC(=O)c1ccc(OCC(O)CN2CCN(C(=O)c3ccccc3)CC2)cc1 (centres undefined),-1,18,3,-3.6,4.0,3.1,11,-1,-2,3.8,24
CCN(Cc1ccncc1)Cc1cn[nH]c1-c1ccc(OC)cc1F,-5,11,1,-1.9,3.9,1.5,4,5,-9,2.2,17

# Structural class: the compounds so far with an aryl methoxy group
SMILES,HTR5A inv ag,MOR-DOR inv ag,SUMO Mot1 rescue,MOR-DOR ag,AddAB inh,Ecoli viability,Tat transport,PKA-R2B act,PKA-R1A activ,phage Ecoli inh,PfHsp90 set2
CCOC(=O)c1c(-c2ccccc2)oc2ccc(OC)cc12,8,-1,12,0.1,4.5,-1.3,6,-6,-13,0.4,nt
COc1ccc([C@@H]2[C@H]3CN(C(C)=O)CC=C3C(C#N)=C(N)C2(C#N)C#N)c2ccccc12,-7,16,nt,-2.8,nt,nt,1,0,2,2.3,19
COc1ccc(CC(=O)N(C)CC(=O)Nc2c(C)cccc2C)cc1S(=O)(=O)N1CCOCC1,28*,-2,3,0.4,0.6,-1.6,-3,-9,-7,5.5,23
COc1ccc(C)cc1S(=O)(=O)N(C)CC(=O)Nc1ccccc1,-1,7,-12,-1.7,2.6,-0.5,4,0,-4,-0.1,-14
CCN1CCCC1CNC(=O)c1cc(S(N)(=O)=O)ccc1OC (centres undefined),-16,15,7,-2.7,-1.6,-2.2,3,4,3,1.0,-32
CCN(Cc1ccncc1)Cc1cn[nH]c1-c1ccc(OC)cc1F,-5,11,1,-1.9,3.9,1.5,4,5,-9,2.2,17

# (more compounds)
SMILES,HTR5A inv ag,MOR-DOR inv ag,SUMO Mot1 rescue,MOR-DOR ag,AddAB inh,Ecoli viability,Tat transport,PKA-R2B act,PKA-R1A activ,phage Ecoli inh,PfHsp90 set2
CC1CCCC(n2cnc3cc(C(=O)O)ccc32)C1C (centres undefined),-8,6,-26,-1.1,3.4,0.0,-3,9,-8,0.9,14
CSc1nsc(SCC(=O)Nc2c(C)n(C)n(-c3ccccc3)c2=O)n1,-8,4,7,-0.7,1.9,-2.2,6,-1,-5,0.9,-7
CCOc1ccc(NC(=O)C2CCN(S(=O)(=O)c3c(C)n[nH]c3C)CC2)cc1,-4,5,-21,-1.2,5.5,0.2,1,-17,-4,0.6,-7
Cc1cc(C(=O)COC(=O)c2ccc(Br)o2)c(C)n1C,17,9,8,-2.0,1.1,1.2,-6,3,3,3.4,-8
Cc1ccccc1CCNC(=O)C1CCN(S(=O)(=O)c2ccc(-n3cnnn3)cc2)CC1,-3,17,nt,-3.0,nt,nt,-1,-4,1,1.3,8
Cc1cccc(N2CCN(C3=NC(=O)C(Cc4ccccc4)S3)CC2)c1 (centres undefined),12,1,-4,-0.3,4.1,1.9,3,2,8,-0.2,-29
CC(C)CC(C(=O)Oc1ccc2c3c(c(=O)oc2c1)CCC3)N1C(=O)c2ccccc2C1=O (centres undefined),19,-11,nt,2.1,nt,nt,-3,13,-8,3.0,nt
COc1ccc(NC(=O)CSc2nnc(C)s2)cc1S(=O)(=O)N1CCOCC1,-14,10,nt,-2.6,0.4,-1.6,0,-11,-3,1.2,-13
CCOC(=O)C1(Cc2ccc(Cl)cc2)CCN(C(=O)c2cnc(C)cn2)CC1,8,7,130,-1.5,3.2,3.6,10,-1,2,-0.9,-23
Cc1cc2cc3c(cc2nc1SCc1ccccn1)OCCO3,-2,-6,9,1.3,1.2,0.7,-3,1,-6,1.5,-1
COc1ccc(S(=O)(=O)N2CCOCC2)cc1NC(=O)C1CCCCN1S(=O)(=O)c1ccccc1 (centres undefined),-5,3,nt,-0.7,nt,nt,-6,7,-2,0.8,nt
Cc1ccc(CCSc2ccc(C(C)C)cc2)cn1,-10,-4,87,0.8,7.1,1.8,-2,-4,-11,2.9,-42
O=C(COC(=O)[C@H](Cc1c[nH]c2ccccc12)NC(=O)c1cccs1)NCc1ccccc1,-6,8,-8,-1.6,0.3,0.1,1,-2,6,4.2,15
O=C(COc1ccc(S(=O)(=O)N2CCOCC2)cc1Cl)NC1CC1,-2,14,-20,-2.2,2.0,-1.6,2,-9,-7,-0.1,18
CCOC(=O)N1CCC(NC(=O)C2CCN(S(=O)(=O)c3ccc4c(c3)oc(=O)n4C)CC2)CC1,2,4,70,-0.8,3.4,-0.7,-11,-17,-3,0.6,-3
CCN1C[C@@H]2[C@@H]3C(=O)N(C)C(=O)[C@@H]3[C@](CC)(C1=O)N2C(=O)c1ccc(F)cc1,-5,16,nt,-2.9,nt,nt,-9,-8,-2,3.0,2
Cc1ccc(Cl)cc1NC(=S)N(CCCN1CCOCC1)Cc1ccccn1,14,20,196,-3.7,1.2,-1.4,0,-20,-1,2.9,8
CCN(CC)c1ccc(/C=N/NC(=O)CNC(=O)c2ccc3c(c2)OCCO3)cc1,-27,6,183,-1.1,2.9,-1.6,-7,-1,4,0.3,10
Cc1ccc(NC(=O)CSc2nnc(CNC(=O)c3c(F)cccc3Cl)o2)cc1,25,10,-19,-1.9,0.8,1.5,-7,2,-13,0.8,-44
N#Cc1ccc(C(=O)N2CCN(S(=O)(=O)c3ccc(Cl)s3)CC2)cc1,-2,13,21,-3.2,-0.4,-1.2,2,-6,3,-0.6,12
Cc1cc(C)c2cc(CN(Cc3cccs3)Cc3nnnn3CC3CCCO3)c(=O)[nH]c2c1 (centres undefined),1,-18,0,3.2,4.7,-0.9,7,-3,2,0.5,8
N#Cc1ccc(C(=O)NC(=S)N2CCN(C=O)CC2)cc1,-2,8,-24,-1.6,-1.1,0.0,-4,-10,-18,0.2,-5
Cc1ccc(NC(=O)COC(=O)CCc2ccc(S(=O)(=O)N3CCOCC3)cc2)cc1F,-2,9,-5,-1.6,3.9,0.0,2,-4,-14,2.9,2

# This is a random part of the collection, and some 2.2% of all compounds hit somewhere here.
